Screening results: PubChem, National Center for Advancing Translational Sciences (NCATS)
KCNH2 3.1 block = qHTS for Inhibitors of KCHN2 3.1: Mutant qHTS | Potassium voltage-gated channel subfamily H member 2, brain isoform KCNH2 3.1 (human) | U2OS KCNH2 3.1, thallium flux FluxOr; stronger effect = lower value | activity change, % (tested at about 1.8 µM) | 340,000 tested, 0.95% active | AID 720553, 2013;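 active = maximum activity change below -70%; inconclusive = maximum activity change from -70% to -50%; inactive = maximum activity change above -50%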;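 note: thallium influx rate constant from kinetic fluorescence after stimulation buffer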
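Thallium flux via FluxOr fluorescence (Red40 quencher, 45 min loading) in U2OS cells virally expressing the KCNH2 3.1 isoform (1.77 x 10^8 /mL virus, overnight at 37 C). Rate constants from 2-min kinetic reads post-stimulation, normalised to positive and negative controls.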
KCNH2 WT inh = qHTS for Inhibitors of KCHN2 3.1: Wildtype qHTS. U2OS, BacMam KCNH2, thallium flux FluxOr; stronger effect = lower value. activity change, % at 1.84 µM. 340,000 tested, 0.37% active;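 active = maximum activity change below -70%; inconclusive = maximum activity change between -70% and -50%; inactive = maximum activity change above -50%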
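U2OS cells transduced with wild-type KCNH2 virus are loaded with FluxOr dye for 45 min, and thallium flux is measured in kinetic reads before and after stimulation buffer. Rate constants are normalized to DMSO controls.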
Coupling enz = qHTS Assay for Inhibitors of Fructose-1,6-bisphosphate Aldolase from Giardia Lamblia: Coupling assay counterscreen; coupling enzyme system counterscreen, AmpLite Red fluorescence; activity change, negative = inhibition, % at 58.2 µM, hits read low; 290,000 tested, 0.67% active; in the data active = activity change below about -30%
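Activity here indicates interference with the coupling reaction, not aldolase inhibition. Compounds at 57.5 uM final met coupling enzymes for 10 min at RT; substrate and AmpLite Red detection followed, with a 525/598 nm fluorescence read after 20 min.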
PKM2 activator = qHTS Assay for Activators of Human Muscle isoform 2 Pyruvate Kinase | 260,000 tested, 0.34% active | Potency, µM (titrated, usually from 57.5 µM), inactives show at the top dose activation, actives largely listed as activators | purified PKM2, Kinase-Glo ATP luminescence, activation; response scale: 0% is enzyme alone, no compound | Pyruvate kinase PKM (Homo sapiens), P14618 | AID 1631, 2009; note: potency is the fitted concentration of half-maximal effect; nearly all actives have a fitted effect of over 55% in size
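ATP formation by purified human PK-M2, quantified via coupled luciferase luminescence after 1 h at room temperature with 0.1 mM ADP and 0.5 mM PEP final.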
BCR signal inh = qHTS Assay to Find Inhibitors of Chronic Active B-Cell Receptor Signaling; 340,000 tested, 0.05% active; ABC-DLBCL IkBa-CBG/CBR reporter, luminescence ratio, 4 h; Potency, µM (doses to about 46.1 µM), for inactives: at the highest dose ratio change, negative = lower green/red ratio, usual class: inhibitors; active = well fitted inhibition curve with a large enough effect in the signal ratio, with a control signal flat, not every such curve was filed as active; inconclusive = small, poorly fitted or top-dose-only effect, or effect the other way, or a change in a side signal; the % refers to the signal ratio;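 note: potency is the fitted concentration of half-maximal effect; plate controls were basal doxycycline-induced cells for no effect and cells given 10 µM MG132 for full effect; MG132 reads +100%, hits lower the ratio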
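Doxycycline induced both beetle luciferases in TMD8 lymphoma cells; IKK-driven degradation limits the IkappaBalpha-fused green signal, while red luminescence normalises for cell number and nonspecific effects. Compounds tested up to 46 uM, 4 hrs.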
uPA surface inh = qHTS for Inhibitors of Cell Surface uPA Generation; cell surface uPA generation assay, qHTS; 330,000 tested, 0.31% active; Potency, µM (doses to about 38.3 µM), for inactives: at the highest dose activity change, negative = inhibition, most hits filed as inhibitors; active = well fitted inhibition curve with a large enough effect; inconclusive = small, poorly fitted or top-dose-only effect; inactive = no such curve, though single readings can be large or run the other way; tested in mouse RAW 264.7 cells; note: potency is the fitted concentration of half-maximal effect; nearly all actives have a fitted effect of over 55% in size
B2AR arrestin = qHTS assay of beta-arrestin-biased ligands of beta2-adrenergic receptor; Beta-2 adrenergic receptor (Homo sapiens), P07550; beta-arrestin recruitment to beta2AR, cell-based reporter; Potency, µM (series often up to 46.1 µM), for the others: at the top dose activation, actives largely listed as activators; 330,000 tested, 0.02% active;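 note: potency is the fitted concentration of half-maximal effect; 0% = DMSO controls and full agonism = EC100 isoproterenol or metaproterenol; nearly all actives have a fitted effect of over 65% in size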
Target sequence (P07550 whole entry, looked up): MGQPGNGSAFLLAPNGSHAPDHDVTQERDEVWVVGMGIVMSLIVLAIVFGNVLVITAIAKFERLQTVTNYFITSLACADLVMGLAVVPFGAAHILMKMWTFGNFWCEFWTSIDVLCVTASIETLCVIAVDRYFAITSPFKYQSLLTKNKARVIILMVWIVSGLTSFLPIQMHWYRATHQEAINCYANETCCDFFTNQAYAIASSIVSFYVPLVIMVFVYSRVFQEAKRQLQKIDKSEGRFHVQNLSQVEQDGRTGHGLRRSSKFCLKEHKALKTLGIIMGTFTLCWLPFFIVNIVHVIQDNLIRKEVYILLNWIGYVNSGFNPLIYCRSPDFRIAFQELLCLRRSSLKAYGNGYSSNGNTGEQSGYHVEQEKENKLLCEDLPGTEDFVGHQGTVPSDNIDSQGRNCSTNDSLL
USP2a block = qHTS Assay for Inhibitors of Ubiquitin-specific Protease USP2a Using CHOP2 as the Reporter | Ubiquitin carboxyl-terminal hydrolase 2 (Homo sapiens), O75604 | USP2 core, Ub-CHOP2 coupled fluorogenic reporter, 485/531 | Potency, µM (titrated, usually from 38.3 µM), inactives show at the top dose activity change, negative = inhibition, hits mostly inhibitors | 330,000 tested, 0.01% active | AID 463254, 2010;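 note: potency is the fitted concentration of half-maximal effect; plate controls were DMSO wells for no effect and full inhibition by NEM control for full effect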
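USP2 core (10nM final) preincubated 30min RT with compound in 20mM Tris-HCl pH 8.0, 2mM CaCl2, 2mM beta-mercaptoethanol, 0.05% CHAPS; 25nM Ub-CHOP2 plus 25nM reporter substrate added, fluorescence (Ex485/Em531) read after 60min.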
Eya2 phos inh = qHTS Assay for Inhibitors of the Phosphatase Activity of Eya2; 330,000 tested, 0.006% active; recombinant Eya2, OMFP fluorescence dephosphorylation (OMFP is methylfluorescein phosphate); Potency, µM (titrated, usually from 76.9 µM), for inactives: top-dose activity, negative = inhibition, usual class: inhibitors; note: potency is the fitted concentration of half-maximal effect
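Eya2 protein (added as 0.2 uM solution) was preincubated with compound for 10 min at ambient temperature in 50 mM HEPES pH 7.5, 50 mM NaCl, 5 uM MgCl2, 0.05% BSA, 1 mM DTT. OMFP (added at 50 uM) then reacted 10 min; fluorescence read at 485/525 nm.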
GALK inh = qHTS Assay for Inhibitors of Human Galactokinase (GALK); P51570; Purified GALK, Kinase-Glo residual ATP luminescence; Potency, µM (highest dose often 57.5 µM), inactives show at the highest dose activity change, negative = inhibition, most hits filed as inhibitors; 270,000 tested, 0.007% active; note: potency is the fitted concentration of half-maximal effect
Target sequence (P51570 whole entry, looked up): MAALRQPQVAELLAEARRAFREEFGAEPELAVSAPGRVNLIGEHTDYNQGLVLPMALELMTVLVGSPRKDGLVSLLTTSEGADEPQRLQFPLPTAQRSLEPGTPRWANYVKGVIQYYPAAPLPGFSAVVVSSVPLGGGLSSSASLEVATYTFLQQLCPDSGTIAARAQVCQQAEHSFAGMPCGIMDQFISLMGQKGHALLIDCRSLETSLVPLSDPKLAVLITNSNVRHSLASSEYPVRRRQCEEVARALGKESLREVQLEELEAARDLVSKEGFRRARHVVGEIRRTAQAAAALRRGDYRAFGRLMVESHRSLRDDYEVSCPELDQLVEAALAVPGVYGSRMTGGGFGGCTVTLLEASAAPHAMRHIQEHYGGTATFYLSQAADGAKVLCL
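The enzyme phosphorylates galactose (100 uM) using ATP (35 uM); inhibition is detected as higher residual ATP, quantified by bioluminescence after 1 h reaction at room temperature, pH 8.0.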
Giardia killer = Small Molecules that selectively kill Giardia lamblia: qHTS. activity change, % at 7.66 µM, hits read low. 340,000 tested, 0.15% active. AID 540267, 2011. Giardia lamblia trophozoite viability; in the data active = activity change below about -80%; inconclusive = between about -30% and that limit;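 note: parasites exposed to compound for two days anaerobically before the ATP read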
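Compounds were tested on trophozoites seeded at 100 cells/well and held 48 hrs at 37 deg C anaerobically. An ATP-based luminescent kit measured the remaining live cells.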
The depositor's hits bear a star; ? = inconclusive; . = not tested or not shown; & = joins results of further samples. Unless noted, calls come from the whole dose curve; as a rule, active = well fitted curve in the direction sought with a large enough effect; inconclusive = small, poorly fitted or top-dose-only effect, or another doubt; inactive = no such curve, though single readings can be large; an effect the other way counts as inactive or inconclusive. Unless noted, % is set by controls: 0 for no effect and ±100 for the full control effect. The order is random; overall some 2.4% were active at least once.

SMILES | KCNH2 3.1 block | KCNH2 WT inh | Coupling enz | PKM2 activator | BCR signal inh | uPA surface inh | B2AR arrestin | USP2a block | Eya2 phos inh | GALK inh | Giardia killer
Cc1cccc(C)c1NC1=NC(=S)N(c2ccc(C(=O)O)cc2)C12CCCCC2 | 11.0 | -0.2 | 13.1 | -9.4% | 7.2% | 4.3% | -0.1% | 0.9% | 3.0% | 8.4% | -18.5
CCOC(=O)CNC(=O)Cn1cnc2c(nnn2-c2ccc(F)cc2)c1=O | -1.9 | 10.0 | 3.1 | 5.3% | 1.3% | . | -0.7% | 1.5% | -32.1% | -2.1% | -6.4
CCOC(=O)c1sc(C)c(C(=O)NCCCN2CCOCC2)c1N | 5.3 | 5.5 | -0.1 | -5.4% | 0.3% | 3.1% | -1.2% | 2.2% | 6.4% | 8.8% | 0.7
Cc1ccc(-c2cc(N)n(-c3ccccc3)n2)cc1 | -5.7 | -1.3 | 3.4 | -23.5% | ? | -6.2% | -0.2% | -3.9% | -2.7% | . | 6.6
O=c1[nH]c2ccc(NC(=S)Nc3ccccc3)cc2[nH]1 | -5.3 | 0.5 | -3.2 | -0.9% | 8.7% | 6.5% | 0.0% | -0.1% | 2.7% | -0.5% | -5.8
O=C(Nc1ccccc1C(=O)O)c1cc(S(=O)(=O)N2CCCCC2)c(Cl)cc1Cl | -6.4 | -2.7 | 12.2 | -1.1% | ? | -0.8% | 0.3% | 1.1% | 5.0% | -1.5% | 0.2
CCOC(=O)c1sc(=S)n(CC)c1NC(=O)CC | 4.5 | 9.6 | 0.5 | 0.7% | -1.5% | . | -0.1% | 1.7% | 1.2% | -3.1% | 13.9
CC1=C(C#N)C(c2ccoc2)C(C(=O)OCc2ccccc2)=C(N)S1 (configuration not stated) | -20.1 | -3.4 | -7.7 | -8.7% | 4.7% | -1.8% | 0.0% | -0.3% | -2.3% | 0.1% | 8.8
CCN(C(=O)CCNC(=O)Cn1cnc2ccccc2c1=O)c1ccccc1F | 8.4 | 5.0 | -0.3 | 0.0% | -12.3% | -0.1% | 4.8% | -0.8% | -8.0% | -1.0% | -26.3
CCOc1ccc(S(=O)(=O)NCCC(=O)N(C)Cc2ccc(C)o2)cc1 | -3.0 | -7.0 | . | . | 0.4% | -2.3% | 0.0% | 0.2% | -9.8% | . | 9.1
O=C(Cn1cc2c(n1)CCCCC2)NCc1cccs1 | 5.3 | 0.9 | 1.3 | -1.9% | ? | -2.5% | -0.4% | 0.9% | -4.7% | -1.1% | -17.4
CC(Sc1nnc(-c2ccc(OC(F)F)cc2)o1)C(=O)NCC1CCCO1 (configuration not stated) | -21.3 | -3.9 | 0.8 | -1.1% | -0.3% | -3.2% | -0.4% | -2.1% | 10.4% | -1.5% | -2.8
CC(C)(C)OC(=O)NCCCC[C@H](NC(=O)c1[nH]cnc1C(=O)N[C@@H](Cc1ccccc1)C(=O)OC(C)(C)C)C(=O)OC(C)(C)C | 12.2 | -6.3 | -12.3 | -0.2% | 7.8% | ? | 0.1% | 0.1% | -13.7% | -0.9% | ?
COc1ccc(N(CC(=O)NCc2ccc(F)cc2)S(=O)(=O)c2c(C)n[nH]c2C)cc1 | 2.5 | 0.3 | 1.5 | . | -24.5% | 5.8% | -0.3% | 6.5% | -2.1% | 1.7% | 2.4
COc1ccccc1NS(=O)(=O)c1cc(NC(=O)c2ccccc2[N+](=O)[O-])ccc1N1CCOCC1 | -10.0 | -2.1 | . | . | -10.4% | -2.9% | -0.5% | -1.6% | -17.2% | . | -17.7
Oc1ccc(-c2nccc(-c3cccs3)n2)cc1 | 3.5 | -6.3 | -1.0 | 3.6% | -25.7% | -6.2% | -0.2% | 1.6% | -16.6% | 1.0% | -3.4
CCC(O)(c1ccccc1)C(CN1CCOCC1)c1ccccc1 (configuration not stated) | 5.7 | 42.8 | 0.5 | . | 1.6% | 1.9% | -0.2% | -2.3% | ? | -0.7% | 21.3
O=C(CSCc1ccc(Cl)cc1)N/N=C/c1c(Cl)cccc1Cl | -21.3 | -7.1 | 0.2 | 0.1% | -3.6% | 4.9% | -0.9% | 2.4% | 2.8% | 0.6% | 3.2
CCCCOC(=O)c1ccc(NC(=O)CSc2nncn2C)cc1 | 2.4 | 1.0 | 3.4 | -1.5% | ? | -6.5% | -0.7% | -1.0% | 3.7% | 2.9% | 19.4
COc1cccc2c1Oc1cc([N+](=O)[O-])cc(N(C)C(C)=O)c1C=C2 | -1.0 | 2.9 | 0.0 | . | ? | -7.7% | 0.1% | -1.7% | -19.2% | . | 4.2
COc1ccc(C(=O)c2c[nH]c(C(=O)NCCCn3ccnc3)c2)cc1 | -0.2 | -1.9 | 6.2 | 1.3% | 0.4% | 0.2% | -0.4% | 4.2% | -15.8% | 5.9% | -6.8
CCC(C)(C)NC(=O)CN(Cc1cccs1)C(=O)CCC(=O)Nc1nccs1 | -12.6 | -8.6 | -3.5 | -3.9% | 1.5% | 3.7% | -0.9% | 1.4% | -35.0% | -3.8% | -5.3
CSc1ccc(NC(=O)C(C)N2CCN(C)CC2)cc1 (configuration not stated) | -0.8 | 26.6 | 1.0 | . | 2.2% | 0.1% | 0.4% | 3.0% | 7.1% | -2.2% | -6.5
COc1ccc(CCNC(=O)CN(c2ccc(OC)c(OC)c2)S(C)(=O)=O)cc1OC | 1.0 | 3.7 | 5.0 | 1.7% | ? | -1.5% | -0.1% | 1.9% | 9.9% | -1.6% | 5.3
COc1ccccc1C(=O)Nc1ccc(-c2nnn(CC(=O)N3CCN(C(=O)c4ccco4)CC3)n2)cc1 | -18.5 | 3.8 | -0.7 | -0.2% | ? | 0.9% | 0.2% | 0.9% | -2.9% | 0.3% | -0.8
CCN1C(=O)[C@H]2[C@@H](c3ccc(-c4ccc(Cl)c(Cl)c4)cc3)N3CCCC[C@@]3(C(=O)OC)[C@H]2C1=O | 1.5 | -1.0 | . | . | -5.8% | 4.9% | -0.7% | -0.4% | -16.4% | . | -2.4
NC(=O)CC(NC(=O)c1cccc(Br)c1)c1ccc(N2CCC(N3CCCC3)CC2)c([N+](=O)[O-])c1 (configuration not stated) | -1.6 | 0.4 | 2.9 | -2.2% | 1.0% | 9.4% | 0.1% | -1.5% | -0.5% | 0.3% | 3.0
O=S(=O)(Nc1cccc(-c2cn3cccnc3n2)c1)c1ccc(F)cc1 | -11.2 | 10.2 | 3.6 | -1.0% | -1.1% | 12.6% | -0.8% | 2.5% | 1.9% | 0.2% | 3.7
COc1ccccc1Nc1nc(-c2sc(N)nc2C)cs1 | 1.7 | -4.0 | -10.4 | 0.8% | ? | 14.6% | -1.0% | 2.1% | 11.4% | . | -21.9
Cc1cc(C)c(-c2csc(NC(=O)C3=COCCO3)n2)cc1C | -4.9 | -4.6 | . | . | 19.7% | 1.0% | 0.3% | -2.3% | 8.7% | . | -5.4
Cc1ccc(NC(=O)COC(=O)c2cccnc2)c(C)c1 | -4.0 | -13.7 | 3.3 | -3.6% | -2.2% | 4.7% | 0.0% | 4.2% | 7.8% | 5.1% | 6.0
Cc1ccc(S(=O)(=O)NNC(=O)c2sc3nc(C)cc(C)c3c2-n2cccc2)cc1 | 20.8 | -10.0 | 7.2 | 0.6% | ? | 2.5% | 0.2% | -1.3% | -9.6% | -0.5% | -5.9
COc1ccc(-c2cn(-c3ccccc3)c(=S)[nH]2)cc1OC | -24.5 | 5.8 | 2.7 | . | ? | -13.0% | 0.3% | 5.6% | -24.0% | -5.3% | -10.0
COC/C=C/C1=CC2=CC(=O)C(C)(OC(=O)CCC(=O)OC)C(=O)C2=CO1 (configuration not stated) | . | . | 1.1&-11.3 | 3.5% | ? | . | 0.1% | 11.4% | 2.9% | 3.4% | .
Cc1ccc(OCc2nc(-c3ccccn3)n[nH]2)cc1 | 0.5 | 4.2 | -6.4 | -3.2% | ? | -5.5% | 0.4% | 2.3% | 8.5% | -2.5% | -6.9
